# PMI activator = activators of human PMI, primary screen, biochemical, fluorescence intensity, near-Km mannose 6-phosphate; purified human PMI, coupled resazurin fluorescence, 20 min; stronger effect = higher value; 1 = vehicle control, 0 substrate-free wells; activation factor at 20 µM; 190,000 tested, 0.005% active; AID 1214, 2008;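 active means activation factor of 2 or more at 20 µM, relative to plate controls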
# TLR4 MyD88 comp = inhibitors of TLR4-MyD88 association in cells, primary screen, cell-based, HeLa CL3-4, BLA complementation, FRET ratio. HeLa CL3-4 TLR4/MyD88 BLA complementation. inhibition, % at 8.4 µM. 200,000 tested, 0.18% active. Toll-like receptor 4 (Homo sapiens) + Myeloid differentiation primary response protein …; in the data active means inhibition above about 25%;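 further: 0% = vehicle and 100% = reference inhibitor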
# Target sequence (O00206 whole entry, looked up): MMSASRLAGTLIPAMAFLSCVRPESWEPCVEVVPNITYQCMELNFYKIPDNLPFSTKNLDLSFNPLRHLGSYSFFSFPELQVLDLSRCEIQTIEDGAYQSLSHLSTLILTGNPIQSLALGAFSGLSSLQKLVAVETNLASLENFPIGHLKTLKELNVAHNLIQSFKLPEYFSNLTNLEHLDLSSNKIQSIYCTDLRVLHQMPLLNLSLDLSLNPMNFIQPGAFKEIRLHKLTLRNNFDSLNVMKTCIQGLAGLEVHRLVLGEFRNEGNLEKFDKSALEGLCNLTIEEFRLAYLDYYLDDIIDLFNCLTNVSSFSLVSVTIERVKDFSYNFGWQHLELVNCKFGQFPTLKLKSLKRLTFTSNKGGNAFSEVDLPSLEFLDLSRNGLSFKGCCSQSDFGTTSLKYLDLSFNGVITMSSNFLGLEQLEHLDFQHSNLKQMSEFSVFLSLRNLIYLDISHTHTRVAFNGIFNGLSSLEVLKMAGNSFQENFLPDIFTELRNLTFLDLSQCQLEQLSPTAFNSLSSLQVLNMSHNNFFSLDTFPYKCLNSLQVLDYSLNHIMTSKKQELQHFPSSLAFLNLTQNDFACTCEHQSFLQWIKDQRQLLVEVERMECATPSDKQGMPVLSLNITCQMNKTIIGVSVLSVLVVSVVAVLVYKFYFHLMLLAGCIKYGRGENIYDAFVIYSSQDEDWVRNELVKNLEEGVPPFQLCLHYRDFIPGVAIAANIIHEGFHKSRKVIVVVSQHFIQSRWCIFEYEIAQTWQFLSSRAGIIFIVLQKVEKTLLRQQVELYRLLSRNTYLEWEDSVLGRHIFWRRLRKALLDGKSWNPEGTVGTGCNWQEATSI
# Target sequence (Q99836 whole entry, looked up): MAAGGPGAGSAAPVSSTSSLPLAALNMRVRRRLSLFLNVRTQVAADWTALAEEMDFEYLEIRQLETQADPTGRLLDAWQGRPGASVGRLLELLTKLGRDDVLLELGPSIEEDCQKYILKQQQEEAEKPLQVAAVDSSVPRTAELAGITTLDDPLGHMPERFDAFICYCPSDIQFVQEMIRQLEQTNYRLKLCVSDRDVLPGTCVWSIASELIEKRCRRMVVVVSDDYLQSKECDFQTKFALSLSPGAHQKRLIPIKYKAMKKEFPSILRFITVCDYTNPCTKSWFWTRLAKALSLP
# PMI act hi M6P = human PMI activators, high substrate, primary screen, biochemical, fluorescence intensity, near-saturating mannose 6-phosphate; Mannose-6-phosphate isomerase (Homo sapiens), P34949; coupled PMI enzyme assay, resazurin fluorescence, 20 min; stronger effect = higher value; 1 = untreated enzyme, 0 = substrate-free blank; activation factor at 20 µM; 190,000 tested, 0.34% active;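 active means activation factor of 2 or more at 20 µM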
#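 Test system: human phosphomannose isomerase with PGI, G6PDH, diaphorase coupling enzymes; amount: 15 ng/mL PMI; incubation: enzyme reaction with compound 20 min at room temperature; technique: resorufin fluorescence (Ex 544/Em 590 nm) from resazurin via diaphorase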
# RAM network inh = inhibitors of the yeast RAM network, primary screen, dse1pr::URA3 reporter, 5-FOA selection; S. cerevisiae dse1pr::URA3 reporter, 5-FOA growth OD615, 2 d; analog-sensitive cbk1-as2 kinase mutant strain; inhibition, % at 50 µM; 190,000 tested, 1.8% active;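 active means inhibition above a set limit, 3 SD over mean compound inhibition, cut at about 8.4% in these data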;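 further: 0% = DMSO-only wells with no growth and 100% = 10 µM 1-NA-PP1 full growth; inhibition rescues growth on 5-FOA so higher OD means more RAM inhibition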
# Hsp70 act = Hsp70 transcriptional activators, primary screen, cell-based, HeLa, Hsp70 promoter luciferase, luminescence, 10 µM; AID 1203, 2008; 200,000 tested, 0.04% active; HeLa Hsp70 promoter luciferase reporter; scaled: vehicle 0, proteasome-inhibitor control 100%; activation, % at 10 µM;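 active means activation above the mean across all tested compounds plus 3 SD, cutoff set per campaign, cut at about 5.5% in these data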;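 further: 100% = MG132 at 30 µM as the positive control and 0% = DMSO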
# Lmaj promast = Leishmania major promastigote growth inhibition, primary screen | Leishmania major promastigotes, resazurin fluorescence viability | inhibition, % at 10 µM | 200,000 tested, 9% active;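 further: promastigotes grown with compound for 44 hours at 28 °C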
# Diaphorase inh = diaphorase inhibitors and chemical oxidizers, primary screen, counter-screen for diaphorase-coupled primary assays, biochemical, uHTS, resorufin fluorescence; inhibition, % at 20 µM; diaphorase resazurin-to-resorufin fluorescence, NADH, 16 min; bacterial (C. kluyveri) enzyme, not human; 190,000 tested, 0.69% active;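 active means primary screen inhibition at 20 µM above a set limit, cut at about 50% in these data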;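 further: plate controls were DMSO with full reaction for no effect and wells lacking NADH for full effect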
#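 Detection: fluorescence of resorufin formed from resazurin, Ex 544/Em 590 nm; test system: Clostridium kluyveri diaphorase enzyme; amount: 0.14 U/mL diaphorase, enzyme working solution; times: 16-min room-temperature incubation before reading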
# S1P3 antag = S1P3 receptor antagonists, primary screen, cell-based. inhibition, % at 4.98 µM. CHO S1P3 NFAT-BLA reporter, FRET fluorescence, antagonist mode. Sphingosine 1-phosphate receptor 3 (Homo sapiens), Q99500. 170,000 tested, 0.27% active;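 active means inhibition above the plate cutoff, the mean inhibition of test wells on that plate plus 3 SD, cut at about 28% in these data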;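 further: cells challenged with S1P at its EC80 of 0.8 µM; blue over green emission ratio from cleaved BLA substrate after 4 h stimulation; 0% = S1P-stimulated wells and 100% = unstimulated DMSO-only wells; some compounds past the cut are filed as inactive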
# DTT redox prof = compounds producing H2O2 with reducing agent – biochemical, NIH compound library profiling, artefact control for MLSCN library redox annotation, primary screen; DTT-dependent redox cycling H2O2, phenol red/HRP absorbance; 100% = 100 µM peroxide control, 0% = buffer; activation, % at 10 µM; 200,000 tested, 0.03% active;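 active means activation of at least 50% relative to the plate's high and low controls in the primary single-dose screen; inactive means activation below 50%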;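 further: compound incubated with DTT at 0.8 mM final as the reducing agent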
# Diaphorase act = compounds boosting diaphorase resazurin reduction – biochemical, uHTS, resorufin fluorescence, counter-screen for diaphorase-coupled primary assays, primary screen; Diaphorase/resazurin coupled assay, 16 min; stronger effect = higher value; 1 = vehicle wells, 0 = NADH-free wells; activation factor at 20 µM; 190,000 tested, 0.005% active; AID 1229, 2008;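 active means diaphorase activity raised at least twofold by the compound at 20 µM; inactive means activation factor below 2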
#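 Material: Clostridium kluyveri diaphorase, purified enzyme; Quantity: enzyme 0.07 U/mL final; Medium: HEPES pH 7.4 buffer with MgCl2 and Tween 20; Dosing: single compound dose of 20 µM, 1% DMSO final; Schedule: 16 min reaction at room temperature; Measured by: red resorufin fluorescence at 544/590 nm excitation/emission.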
# G6PDH counter = L. mesenteroides G6PDH inhibitors, counter-screen for G6PDH-coupled screening assays, biochemical, Leuconostoc mesenteroides enzyme; glucose-6-phosphate dehydrogenase [Leuconostoc mesenteroides]; Purified L. mesenteroides G6PDH, diaphorase/resazurin coupled fluorescence, 45 min; inhibition, % at 5 µM; 200,000 tested, 0.12% active; AID 1020, 2008
# An asterisk follows results filed as active; . = no result given. Unless noted, no stated cut-off is given here; in the data, active means inhibition above about 50%; inactive means the rest.
structure	PMI activator	TLR4 MyD88 comp	PMI act hi M6P	RAM network inh	Hsp70 act	Lmaj promast	Diaphorase inh	S1P3 antag	DTT redox prof	Diaphorase act	G6PDH counter
Cc1ccc(N(CCC#N)C(=O)CSc2ccc3c(c2)OCCO3)cc1	1.1	4	1	0.5	-0.3	6	10	.	-4.0	0.9	6
CN1CCN(NC(=O)c2cc(-c3cccc(Cl)c3)nc3ccccc23)CC1	1	7	1	0.8	0.8	9	-11	-2	-0.2	1.1	8
CCCC(=O)c1ccc(-c2ccccc2)cc1	0.8	4	0.9	2.9	0.2	-5	5	.	-3.1	0.9	-11
Nc1n[nH]c2ccccc12	1	-3	1.1	3.2	2.8	1	9	-6	-0.5	0.9	1
CC(C)C[C@H](NC(=O)c1[nH]cnc1C(=O)N[C@H](C)c1ccccc1)C(=O)OC(C)(C)C	0.7	1	0.7	1.5	0.0	29	46	-20	-0.2	0.5	11
Cc1ccc(NC(=O)CC2C(=O)OCC3CCCCN32)cc1Cl (stereo unspecified)	1.2	-9	1.1	1.6	-0.3	-5	12	0	-0.1	0.9	2
O=C(Nc1ccc2c(c1)OCO2)C1CCCCN1S(=O)(=O)c1ccccc1 (stereo unspecified)	0.8	2	0.9	3.7	-0.1	65*	22	.	0.2	0.8	13
O=C(COc1cccc2c1CCN(Cc1ccccc1)C2=O)NCc1ccco1	1	2	1.1	1.1	-0.2	0	-1	-9	0.6	1	19
Cc1sc2ncnc(SCC(=O)c3cccs3)c2c1C	0.9	6	0.9	1.9	-0.2	-3	12	11	3.1	0.9	-46
COc1cccc(-c2nc(C=O)cs2)c1	1.1	2	1.1	-1.7	-0.4	17	-7	-5	-0.4	1.1	-1
COc1cccc2cc(/C(C)=N/Nc3nc(-c4cc(C)ccc4C)cs3)c(=O)oc12	1.5	6	1.9	-0.2	-0.1	-6	4	.	2.1	1	-35
O=C(c1cc([N+](=O)[O-])cc([N+](=O)[O-])c1)N1CCCc2ccccc21	0.9	-4	0.8	1.2	-0.3	79*	32	-2	0.9	0.7	8
COc1nc2ccccc2c(=O)n1OCC(C)C	1	-1	1	1.0	-0.1	0	10	-18	-0.7	0.9	15
COc1ccc(-c2coc3cc(O)ccc3c2=O)cc1OC	1	-18	1.1	0.0	0.7	-2	12	-19	-0.2	0.9	7
Cn1c(SCC(=O)Nc2nccs2)nnc1-c1ccco1	1	12	1	1.3	-0.1	0	9	.	0.6	0.9	1
Cc1[nH]c2ccccc2c1CN1CCc2ccccc2C1	1	-7	1	0.4	-0.1	100*	10	.	0.2	0.9	5
C=CCSC1=N/C(=C\c2cc(OCC)c(OC(C)=O)c([N+](=O)[O-])c2)C(=O)S1	0.7	-12	0.6	2.8	-0.4	-1	57*	-16	0.2	0.4	0
Cc1ccc(C(=O)N/C(=C\c2ccc(-c3cc(Cl)ccc3Cl)o2)C(=O)NCc2cccnc2)cc1	1	3	1	-1.1	-0.5	38	16	.	-7.7	0.8	1
CC[n+]1c(/C=C/c2c[nH]c3ccccc23)ccc2cc(C)ccc21	0.4	-4	0.6	0.4	0.6	100*	3	-22	-0.1	1	-3
CC(=O)Cc1nsc(NC(=O)c2ccco2)n1	0.9	6	0.9	1.4	-0.1	-3	14	.	-0.2	0.9	1
Cc1c(-n2cccc2C=O)cccc1[N+](=O)[O-]	1	8	1	0.9	0.2	-9	6	-10	-0.6	0.9	2
CCS(=O)(=O)N1CCN(C2CCC(C)CC2)CC1 (stereo unspecified)	0.9	0	0.9	0.7	0.1	90*	22	1	4.0	0.8	13
CS(=O)(=O)N(CC(=O)NC1CCCCC1)c1cccc(Cl)c1	0.9	9	0.9	0.5	0.1	14	4	-5	0.3	1	18
O=C(CN1C(=O)c2ccccc2C1=O)Nc1cccc2cccnc12	1	1	1	0.7	-0.2	-6	5	-22	-1.1	0.9	-4
CCOC(=O)c1cnc2ccc(C(=O)OC)cc2c1NCCc1ccc(OC)c(OC)c1	0.9	8	1.1	0.9	-0.2	5	19	-11	-0.2	0.8	-20

# Part of the list above with just S1P3 antag, Diaphorase act and Diaphorase inh.
Structure	S1P3 antag	Diaphorase act	Diaphorase inh
CCS(=O)(=O)N1CCN(C2CCC(C)CC2)CC1 (stereo unspecified)	1	0.8	22
Cc1ccc(NC(=O)CC2C(=O)OCC3CCCCN32)cc1Cl (stereo unspecified)	0	0.9	12

# Arranged by the number under Hsp70 act (rising): some entries from above.
SMILES,Hsp70 act
COc1cccc(-c2nc(C=O)cs2)c1,-0.4
CC(=O)Cc1nsc(NC(=O)c2ccco2)n1,-0.1
CC[n+]1c(/C=C/c2c[nH]c3ccccc23)ccc2cc(C)ccc21,0.6
Nc1n[nH]c2ccccc12,2.8

# Look-ups from the list.
# Cc1c(-n2cccc2C=O)cccc1[N+](=O)[O-] – Lmaj promast = -9
# COc1cccc(-c2nc(C=O)cs2)c1 – TLR4 MyD88 comp = 2

# More entries
structure	PMI activator	TLR4 MyD88 comp	PMI act hi M6P	RAM network inh	Hsp70 act	Lmaj promast	Diaphorase inh	S1P3 antag	DTT redox prof	Diaphorase act	G6PDH counter
O=C(Nc1ccc(Cl)cc1)N1CCCN(Cc2ccc(F)cc2)C1	0.8	-2	0.8	-0.7	0.0	92*	14	.	0.0	0.9	4
O=C(CN1C(=O)CCC1=O)Nc1nc(-c2cccs2)cs1	1.1	-9	1	2.9	-0.2	-9	12	10	-2.0	0.9	4
O=C(O)c1cc(-c2ccco2)nc2ccccc12	0.9	10	0.8	0.0	0.0	-7	23	-30	-2.7	0.8	6
O=C(CCCCCNC(=O)c1ccccc1)N/N=C/c1ccc(F)cc1	0.8	3	0.9	0.4	-0.1	3	22	-2	-2.1	0.8	7
CN(C)C(C)(C)C#CCC(c1ccccc1)c1ccccc1	1	-7	1.1	0.6	-0.3	100*	-1	-3	-0.4	1	5
CCn1c(SCc2nc3ccccc3c(=O)[nH]2)nnc1-c1ccncc1	1.1	-5	1.1	1.1	-0.5	0	8	.	0.0	0.9	1
CO/N=C/c1cccn1-c1nccc(OC)c1C#N	1	-10	1	2.9	-0.1	-2	3	-13	-0.8	1	0
O=C(O)c1cccc(-n2nnnc2SCc2ccccc2Cl)c1	1	6	1	6.6	-0.1	-9	-30	13	0.9	1.3	8
CC(NCCC(c1ccccc1)c1ccccc1)c1ccccc1 (stereo unspecified)	0.9	8	1	-0.4	-0.3	81*	9	7	0.3	0.9	16
Cc1ccc(S(=O)(=O)/N=C(/c2ccc(F)cc2)N2CCCCC2)cc1	1	0	1.1	-1.7	-0.4	6	3	0	0.4	1	5
COc1ccc2c(=O)cc(C(=O)O)oc2c1	1.1	-8	1	1.1	-0.4	-5	10	-25	-0.2	0.9	14
COc1ccc(OCCSc2nc(N)cc(=O)[nH]2)cc1	0.8	-5	1	0.4	-0.5	-5	9	-12	-0.2	0.9	5
COC(=O)c1cc(Br)c(=O)n(CCc2ccc(F)cc2)c1	1	0	1	0.3	-0.1	-1	10	.	0.5	0.9	-10
COc1ccc(NC(=O)C2Cc3ccccc3CN2C(=O)c2ccccc2)cn1 (stereo unspecified)	0.9	12	0.9	0.1	-0.4	6	12	-58	1.8	0.9	-7
CCOc1ccc(S(=O)(=O)NNC(=S)Nc2ccc(Br)cc2)cc1	0.9	14	1	3.2	-0.3	62*	10	5	0.8	0.9	1
O=C(c1ccc(N2CCCC2=O)cc1)N1CCCCCC1	0.9	-9	0.8	-0.8	-0.2	0	14	-54	0.4	0.9	2
Cc1nnc(-c2cccc(Br)c2)c2cn(-c3cccc(Br)c3)nc12	0.8	11	0.9	1.9	-0.3	40	23	.	-4.0	0.8	15
CC(C)NCc1cc(Br)ccc1OCc1ccccc1	1.1	-1	1.1	-0.1	0.1	43	-9	-3	-1.2	1.1	0
Cc1ccc(NNC(=S)Nc2ccc(C(C)C)cc2)c(C)c1	1.3	9	1.8	5.1	-0.1	5	17	-8	0.3	0.8	-6
OCC(CO)(CO)N=Cc1c(O)ccc2ccccc12	0.6	6	0.3	-1.1	-0.2	97*	57*	-4	0.2	0.4	34
O=C(O)CCC(=O)NCc1ccc(C(=O)O)cc1	1	7	1	0.9	1.0	-3	2	.	0.3	1	13
Cc1cc(C)n(-c2nc(C(=O)O)cs2)n1	1.1	-4	1.1	1.8	-0.1	-13	6	-11	-2.2	0.9	-1
C=CCOC(=O)C1C(=O)CC(C)(O)C(C(=O)OCC=C)C1c1ccc(N(C)C)cc1 (stereo unspecified)	1.1	9	1.1	0.1	0.1	-3	2	9	-0.3	1	6
Cc1nnc(SCC(=O)N(Cc2ccccc2)C(C)(C)C)[nH]c1=O	1	15	1	0.0	0.2	4	2	-1	-0.4	1	7
Cc1ccc(NC(=O)/C=C/c2ccc([N+](=O)[O-])s2)cc1	1.1	2	1	3.9	0.0	97*	3	-10	1.6	1	7
Cc1ccc(Sc2ncccc2COC(=O)Nc2c(C)cccc2C)cc1	0.9	-6	0.9	1.6	-0.4	2	26	.	0.8	0.7	4

# From PubChem BioAssay
